TcdB inh: inhibitors of Clostridioides difficile toxin B glycohydrolase | 350,000 compounds, 0.24% hits | TcdB glycohydrolase enzymatic assay, plate reader | inhibition, % at 9.99 µM | AID 652162; in the data active means inhibition above about 10%
Target sequence (P18177 whole entry, looked up): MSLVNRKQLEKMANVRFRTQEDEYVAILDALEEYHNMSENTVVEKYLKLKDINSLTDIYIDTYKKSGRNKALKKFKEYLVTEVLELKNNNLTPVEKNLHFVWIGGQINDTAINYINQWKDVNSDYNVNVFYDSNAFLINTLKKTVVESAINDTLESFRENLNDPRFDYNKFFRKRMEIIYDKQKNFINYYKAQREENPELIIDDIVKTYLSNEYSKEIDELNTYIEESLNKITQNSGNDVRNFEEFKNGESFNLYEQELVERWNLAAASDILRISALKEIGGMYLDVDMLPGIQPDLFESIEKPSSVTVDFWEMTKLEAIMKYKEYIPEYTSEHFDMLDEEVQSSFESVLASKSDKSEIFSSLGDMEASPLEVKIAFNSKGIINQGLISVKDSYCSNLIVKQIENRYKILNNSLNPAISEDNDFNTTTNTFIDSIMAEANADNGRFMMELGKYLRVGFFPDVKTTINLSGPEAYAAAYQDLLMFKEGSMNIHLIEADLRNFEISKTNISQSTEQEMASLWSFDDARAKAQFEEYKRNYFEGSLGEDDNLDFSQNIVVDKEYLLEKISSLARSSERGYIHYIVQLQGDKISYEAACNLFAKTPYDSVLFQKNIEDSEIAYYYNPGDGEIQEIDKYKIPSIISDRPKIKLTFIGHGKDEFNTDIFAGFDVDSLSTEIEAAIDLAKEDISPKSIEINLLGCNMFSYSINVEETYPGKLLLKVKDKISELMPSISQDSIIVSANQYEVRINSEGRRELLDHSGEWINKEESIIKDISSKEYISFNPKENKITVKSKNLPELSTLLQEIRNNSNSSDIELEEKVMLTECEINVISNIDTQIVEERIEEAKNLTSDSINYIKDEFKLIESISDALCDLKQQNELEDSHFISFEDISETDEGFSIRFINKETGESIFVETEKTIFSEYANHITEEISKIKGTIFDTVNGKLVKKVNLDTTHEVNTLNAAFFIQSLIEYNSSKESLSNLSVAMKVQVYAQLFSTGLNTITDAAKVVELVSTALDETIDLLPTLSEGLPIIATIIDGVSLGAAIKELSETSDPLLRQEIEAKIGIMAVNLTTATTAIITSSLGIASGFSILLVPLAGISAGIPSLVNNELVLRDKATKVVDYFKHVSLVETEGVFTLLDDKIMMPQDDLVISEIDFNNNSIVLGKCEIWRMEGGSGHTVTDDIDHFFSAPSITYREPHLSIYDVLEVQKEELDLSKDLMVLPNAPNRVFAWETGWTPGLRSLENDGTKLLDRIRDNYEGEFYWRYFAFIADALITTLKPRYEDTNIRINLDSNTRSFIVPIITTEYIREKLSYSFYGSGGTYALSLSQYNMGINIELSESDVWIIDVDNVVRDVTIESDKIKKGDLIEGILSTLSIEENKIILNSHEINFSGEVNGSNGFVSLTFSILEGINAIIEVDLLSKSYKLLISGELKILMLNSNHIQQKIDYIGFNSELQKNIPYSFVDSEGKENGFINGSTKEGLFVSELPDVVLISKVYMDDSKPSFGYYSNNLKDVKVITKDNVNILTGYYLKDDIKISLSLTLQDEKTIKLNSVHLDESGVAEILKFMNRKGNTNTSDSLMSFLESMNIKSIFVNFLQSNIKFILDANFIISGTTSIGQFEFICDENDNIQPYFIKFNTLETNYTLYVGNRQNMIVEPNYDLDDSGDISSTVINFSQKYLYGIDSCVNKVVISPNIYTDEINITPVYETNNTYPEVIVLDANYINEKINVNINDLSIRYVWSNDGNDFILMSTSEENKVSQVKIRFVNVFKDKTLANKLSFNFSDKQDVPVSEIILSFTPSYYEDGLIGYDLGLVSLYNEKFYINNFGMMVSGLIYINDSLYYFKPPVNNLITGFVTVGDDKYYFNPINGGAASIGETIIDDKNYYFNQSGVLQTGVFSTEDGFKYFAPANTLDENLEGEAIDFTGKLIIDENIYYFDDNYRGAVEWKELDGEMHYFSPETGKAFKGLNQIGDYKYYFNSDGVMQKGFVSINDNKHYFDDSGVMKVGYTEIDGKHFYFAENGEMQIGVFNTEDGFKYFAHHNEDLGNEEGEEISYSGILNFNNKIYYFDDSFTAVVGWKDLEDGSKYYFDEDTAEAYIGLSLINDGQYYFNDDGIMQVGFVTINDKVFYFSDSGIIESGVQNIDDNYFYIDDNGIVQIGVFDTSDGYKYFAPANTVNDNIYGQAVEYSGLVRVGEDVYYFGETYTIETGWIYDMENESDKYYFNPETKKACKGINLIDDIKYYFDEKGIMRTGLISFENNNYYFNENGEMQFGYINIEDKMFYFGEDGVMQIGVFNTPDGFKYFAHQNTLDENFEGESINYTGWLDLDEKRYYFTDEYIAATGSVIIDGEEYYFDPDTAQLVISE
Starred values were filed as active, the others as inactive. The list is partial, so the mix of outcomes need not match the whole.

SMILES	TcdB inh
Cc1noc(C)c1NC(=O)N[C@H]1CC[C@H](CC(=O)Nc2ccccc2)O[C@H]1CO	0.5
O=C(C[C@H]1C=C[C@H](NC(=O)Nc2ccc(C(F)(F)F)cc2)[C@@H](CO)O1)NCc1ccccn1	-0.8
O=C(NCC[C@H]1CC[C@H](NC(=O)C2CCCCC2)[C@H](CO)O1)c1cc(Cl)cc(Cl)c1	-0.8
C[C@H](CO)N1C[C@H](C)[C@H](CN(C)Cc2ccccc2)Oc2c(NC(=O)CCCCCC(=O)Nc3ccccc3N)cccc2C1=O	-5.6
C[C@H](CO)N1C[C@H](C)[C@H](CN(C)Cc2ccccc2C(=O)O)Oc2cc(-c3ccc(C(=O)N(C)C)cc3)ccc2S1(=O)=O	-0.4
CCCC(=O)Nc1ccc2c(c1)C(=O)N(C)C[C@H](OC)[C@@H](C)CN(Cc1ccccn1)[C@@H](C)CO2	-2.0
C[C@H]1CN([C@@H](C)CO)C(=O)c2cc(C#CCN(C)C)cnc2O[C@H]1CN(C)Cc1ccc2c(c1)OCO2	0.8
CCNC(=O)C[C@H]1CC[C@@H](NC(=O)C2CCC2)[C@H](CO)O1	0.2
O=C(C[C@H]1CC[C@@H]2[C@H](COC[C@@H](O)CN2C(=O)C2CC2)O1)NCc1ccncc1	0.4
COc1ccc(NC(=O)N(C)C[C@@H]2OCCCC[C@@H](C)Oc3ccc(NS(=O)(=O)c4ccc(OC)cc4)cc3C(=O)N([C@@H](C)CO)C[C@@H]2C)cc1	-5.4
COC(=O)[C@@H]1[C@@H](CO)[C@@H]2Cn3c(ccc(-c4ccncc4)c3=O)[C@@H]2N1Cc1ccccc1F	-1.5
Cc1ccc(S(=O)(=O)N(C)C[C@@H]2OCCCC[C@H](C)Oc3ccc(NC(=O)Nc4ccc(F)cc4)cc3C(=O)N([C@@H](C)CO)C[C@H]2C)cc1	-6.4
COc1ccc2c3c([nH]c2c1)[C@H](CO)N(C(=O)CN(C)C)CC31CCN(C(=O)c2cccnc2)CC1	-5.0
C[C@H]1CN([C@@H](C)CO)C(=O)Cc2cc(NC(=O)CCC(F)(F)F)ccc2O[C@@H]1CN(C)Cc1ccncc1	0.5
O=C(CC1CC1)N1CC(=O)N2[C@H](CO)[C@@H](c3ccc(-c4ccccc4)cc3)[C@@H]2C1	0.2

Entries above containing sulfur:
SMILES	TcdB inh
C[C@H](CO)N1C[C@H](C)[C@H](CN(C)Cc2ccccc2C(=O)O)Oc2cc(-c3ccc(C(=O)N(C)C)cc3)ccc2S1(=O)=O	-0.4
COc1ccc(NC(=O)N(C)C[C@@H]2OCCCC[C@@H](C)Oc3ccc(NS(=O)(=O)c4ccc(OC)cc4)cc3C(=O)N([C@@H](C)CO)C[C@@H]2C)cc1	-5.4
Cc1ccc(S(=O)(=O)N(C)C[C@@H]2OCCCC[C@H](C)Oc3ccc(NC(=O)Nc4ccc(F)cc4)cc3C(=O)N([C@@H](C)CO)C[C@H]2C)cc1	-6.4

More compounds follow.
SMILES	TcdB inh
COc1ccc(NC(=O)N(C)C[C@H]2Oc3ccc(NS(=O)(=O)c4ccc(F)cc4)cc3CC(=O)N([C@H](C)CO)C[C@@H]2C)cc1	-0.2
CO[C@H](CN(C)C(=O)Nc1ccc(Cl)cc1)[C@H](C)CN(Cc1ccccc1Cl)[C@@H](C)CO	0.2
CN(C)CC(=O)Nc1ccc2c(c1)[C@@H]1C[C@H](CC(=O)NC3CCCC3)O[C@H](CO)[C@@H]1O2	-0.1
CC(=O)N1CC(=O)N2[C@H](CO)[C@H](c3ccc(-c4ccc(C)cc4)cc3)[C@@H]2C1	-0.4
COc1ccc2c3c([nH]c2c1)[C@H](CO)N(C(=O)Nc1c(C)noc1C)CC31CCN(CC2CC2)CC1	-0.8
C[C@H](CO)N1C[C@H](C)[C@H](CN(C)C(=O)Nc2ccc(F)cc2)Oc2ccc(NS(=O)(=O)c3ccccc3)cc2CC1=O	0.8
C[C@H](NC(=O)C[C@H]1CC[C@@H]2[C@H](COC[C@@H](O)CN2Cc2cc(F)ccc2F)O1)c1ccccc1	0.4
O=C(NCc1ccc(F)cc1)[C@H]1[C@H](CO)[C@H]2Cn3c(ccc(C4=CCCCC4)c3=O)[C@@H]1N2	-0.4
CO[C@H]1CN(C)C(=O)c2cc(NC(=O)Cc3ccccc3)ccc2OC[C@H](C)N(C)C[C@@H]1C	0.4
COc1cccc(CNC(=O)[C@H]2[C@H](CO)[C@H]3Cn4c(ccc(-c5cncnc5)c4=O)[C@H]3N2C)c1	-0.8
O=C(C[C@H]1C=C[C@@H](NC(=O)c2ccncc2)[C@H](CO)O1)NCC1CC1	0.9
Cc1ccc(S(=O)(=O)N[C@H]2CC[C@@H](CC(=O)NC3CCCCC3)O[C@H]2CO)cc1	0.8
Cc1ccc(S(=O)(=O)N(C)C[C@H]2Oc3ccc(NC(=O)NC(C)C)cc3CC(=O)N([C@@H](C)CO)C[C@H]2C)cc1	0.8
COC(=O)C[C@H]1C[C@@H]2c3cc(NC(=O)C4CCOCC4)ccc3O[C@@H]2[C@H](CO)O1	1.1
C[C@H](CO)N1C[C@H](C)[C@H](CN(C)C)Oc2cc(C#CC3(O)CCCC3)ccc2S1(=O)=O	-0.9
C[C@@H]1CCCCO[C@H](CN(C)Cc2ccc(C(F)(F)F)cc2)[C@@H](C)CN([C@@H](C)CO)C(=O)c2cc(NC(=O)c3ccccc3)ccc2O1	1.4
C[C@@H]1CN([C@H](C)CO)C(=O)Cc2cc(NS(=O)(=O)c3ccccc3)ccc2O[C@@H]1CN(C)C(=O)Nc1ccc(F)cc1	-0.3
C[C@H]1CN([C@@H](C)CO)S(=O)(=O)c2ccc(C#CCN(C)C)cc2O[C@H]1CN(C)Cc1ccc2c(c1)OCO2	-0.7
COCC(=O)N1[C@H](C#N)[C@H](c2ccc(C#CCC3CCCC3)cc2)[C@H]1CO	0.1
CO[C@H]1CC[C@H]2CCOc3c(C#N)cccc3C(=O)N(C)[C@@H](C)C(=O)N(C)C[C@H]1O2	-0.6
CN1CCN(C(=O)C[C@@H]2C[C@H]3c4cc(NC(=O)NC5CCCC5)ccc4O[C@H]3[C@@H](CO)O2)CC1	-0.8
COc1cccc(S(=O)(=O)Nc2ccc3c(c2)[C@@H]2C[C@@H](CC(=O)NCCc4ccccc4)O[C@H](CO)[C@@H]2O3)c1	-0.6
COc1ccc2c3c(n(C)c2c1)[C@@H](CO)N(C(=O)c1ccccc1)CC31CCN(C(C)=O)CC1	1.7
C[C@H](CO)N1C[C@H](C)[C@@H](CN(C)Cc2ccc(C(=O)O)cc2)Oc2ccc(NC(=O)CCCN(C)C)cc2C1=O	-2.1
CCCNC(=O)N1C[C@@H](C)[C@H](OC)CN(C)C(=O)c2cc(NC(=O)CCC)ccc2OC[C@H]1C	-0.3
C[C@@H]1CN([C@@H](C)CO)C(=O)Cc2cc(NC(=O)Nc3ccccc3)ccc2O[C@@H]1CN(C)S(=O)(=O)c1cccs1	1.2
O=C(Nc1ccc(Cl)cc1)N1C[C@@H]2[C@H](c3ccccc31)[C@H](CO)N2CC1CCCC1	0.3
CN(C)CC(=O)Nc1ccc2c(c1)[C@H]1C[C@H](CC(=O)NCc3cccc(F)c3)O[C@@H](CO)[C@H]1O2	-0.2
CCc1nc(N2[C@H](CO)[C@H](c3ccccc3-c3ccccc3C)[C@@H]2C#N)sc1C	-0.6
C[C@@H]1CN([C@H](C)CO)C(=O)Cc2cc(NC(=O)Nc3ccc(C(F)(F)F)cc3)ccc2O[C@@H]1CN(C)Cc1ccccc1	-0.2

5 neighbouring compounds out of the list so far, for reference:
SMILES	TcdB inh
C[C@H]1CN([C@@H](C)CO)S(=O)(=O)c2ccc(C#CCN(C)C)cc2O[C@H]1CN(C)Cc1ccc2c(c1)OCO2	-0.7
COCC(=O)N1[C@H](C#N)[C@H](c2ccc(C#CCC3CCCC3)cc2)[C@H]1CO	0.1
CO[C@H]1CC[C@H]2CCOc3c(C#N)cccc3C(=O)N(C)[C@@H](C)C(=O)N(C)C[C@H]1O2	-0.6
CN1CCN(C(=O)C[C@@H]2C[C@H]3c4cc(NC(=O)NC5CCCC5)ccc4O[C@H]3[C@@H](CO)O2)CC1	-0.8
COc1cccc(S(=O)(=O)Nc2ccc3c(c2)[C@@H]2C[C@@H](CC(=O)NCCc4ccccc4)O[C@H](CO)[C@@H]2O3)c1	-0.6

Remaining list, next part.
SMILES	TcdB inh
COc1ccc(NC(=O)Nc2ccc3c(c2)CC(=O)N([C@H](C)CO)C[C@@H](C)[C@H](CN(C)C(=O)Nc2ccc(OC)cc2)O3)cc1	-0.8
CCNC(=O)Nc1ccc2c(c1)C(=O)N(C)[C@@H]1CC[C@@H](CC(=O)NC3CCCCC3)O[C@@H]1CO2	0.7
C[C@@H]1CN([C@@H](C)CO)C(=O)c2cc(NC(=O)Nc3ccc4c(c3)OCO4)ccc2O[C@@H](C)CCCCO[C@H]1CN(C)Cc1ccc(Cl)c(Cl)c1	-1.0
C[C@H]1CN([C@@H](C)CO)S(=O)(=O)c2ccc(C3=CCCC3)cc2O[C@H]1CN(C)C(=O)CN(C)C	-0.2
C[C@@H]1CN([C@@H](C)CO)C(=O)c2cc(-c3ccncc3)cnc2O[C@@H]1CN(C)C(=O)c1ccncc1	-1.1
C[C@@H]1CN([C@H](C)CO)C(=O)c2cc(NC(=O)Cn3cnnn3)ccc2O[C@H]1CN(C)C(=O)Nc1ccc(C(F)(F)F)cc1	0.8
O=C(C[C@@H]1C[C@@H]2c3cc(NC(=O)NC4CCCC4)ccc3O[C@@H]2[C@H](CO)O1)NCCN1CCCCC1	1.3
N#C[C@@H]1[C@H](c2ccccc2-c2cccc(F)c2)[C@H](CO)N1C(=O)Nc1cc(F)ccc1F	-0.1
C[C@@H]1CN([C@H](C)CO)C(=O)c2cc(C3=CCCC3)cnc2O[C@H]1CN(C)C(=O)CN1CCOCC1	-0.6
CCCNC(=O)Nc1ccc2c(c1)OC[C@H](C)N(Cc1ccncc1)C[C@@H](C)[C@@H](OC)CN(C)C2=O	-0.9
COCCNC(=O)C[C@H]1CC[C@H](NC(=O)NC2CCCC2)[C@H](CO)O1	-0.6
CCOC(=O)N(C)C[C@H]1OCc2cn(nn2)CCCC(=O)N([C@H](C)CO)C[C@H]1C	-1.4
COc1cccc(-c2ccc(C3[C@H]4CNC[C@@H]3N4S(=O)(=O)Cc3ccccc3)cc2)c1 (some centres undefined)	1.1
C[C@@H]1CN([C@@H](C)CO)S(=O)(=O)c2ccc(C3=CCCC3)cc2O[C@H]1CN(C)C(=O)c1cnccn1	-1.9
CCC(=O)N1CC2(C1)CN(Cc1ccc3c(c1)OCO3)[C@@H](CO)c1c2c2ccc(OC)cc2n1C	1.0

Structural class, those above containing a COOH group
SMILES	TcdB inh
C[C@H](CO)N1C[C@H](C)[C@H](CN(C)Cc2ccccc2C(=O)O)Oc2cc(-c3ccc(C(=O)N(C)C)cc3)ccc2S1(=O)=O	-0.4
C[C@H](CO)N1C[C@H](C)[C@@H](CN(C)Cc2ccc(C(=O)O)cc2)Oc2ccc(NC(=O)CCCN(C)C)cc2C1=O	-2.1

Following part.
SMILES	TcdB inh
C[C@H](CO)N1C[C@H](C)[C@@H](CN(C)Cc2ccccc2)Oc2cc(-c3cncnc3)ccc2S1(=O)=O	0.5
CC(C)OC(=O)N(C)C[C@@H]1OCc2ccccc2-c2ccccc2C(=O)N([C@H](C)CO)C[C@@H]1C	0.4
C[C@H](CO)N1C[C@H](C)[C@@H](CN(C)Cc2ccncc2)Oc2c(NC(=O)c3cnccn3)cccc2C1=O	0.8
CC(C)NC(=O)Nc1ccc2c(c1)C(=O)N([C@H](C)CO)C[C@@H](C)[C@@H](CN(C)C)O2	0.6
CC(=O)N1CC[C@@H]2[C@H]1c1cc(-c3ccccc3)ccc1N[C@@H]2CO	1.9
C[C@@H]1CN([C@H](C)CO)C(=O)c2cc(NS(=O)(=O)c3cccs3)ccc2O[C@H]1CN(C)C(=O)Nc1cccc2ccccc12	-1.0
Cc1noc(C)c1NC(=O)Nc1ccc2c(c1)C(=O)N([C@H](C)CO)C[C@@H](C)[C@@H](CN(C)Cc1ccc(Cl)c(Cl)c1)OCCCC[C@H](C)O2	-0.5
COc1ccc(S(=O)(=O)N(C)C[C@H]2OCCCC[C@H](C)Oc3ccc(NC(=O)Nc4ccc(C(F)(F)F)cc4)cc3C(=O)N([C@@H](C)CO)C[C@@H]2C)cc1	-1.5
CC(C)NC(=O)Nc1ccc2c(c1)C(=O)N([C@@H](C)CO)C[C@H](C)[C@H](CN(C)C(=O)NC1CCCCC1)O2	1.1
COc1ccccc1C(=O)N1C[C@@H]2[C@H](c3ccccc31)[C@@H](CO)N2C(=O)C1CCCCC1	-0.4
C[C@@H]1CN([C@H](C)CO)C(=O)Cc2cc(NC(=O)c3ccncc3)ccc2O[C@@H]1CN(C)S(=O)(=O)c1cn(C)cn1	4.6
N#C[C@@H]1[C@H](c2ccccc2)[C@@H](CO)N1C(=O)c1cccnc1	-0.5
CC(C)CC#Cc1cnc2c(c1)C(=O)N([C@@H](C)CO)C[C@@H](C)[C@H](CN(C)C(=O)c1ccccc1)O2	1.2
CN(C)C(=O)c1ccc(-c2ccc([C@H]3[C@H](CO)N4CCCCN(C(=O)C5CC5)C[C@@H]34)cc2)cc1	0.8
C[C@@H]1CN([C@@H](C)CO)C(=O)c2cccc(NS(=O)(=O)c3ccccc3)c2O[C@H]1CN(C)Cc1ccc(-c2ccccc2)cc1	-1.3
O=C(C[C@H]1C=C[C@H](NS(=O)(=O)c2ccc(F)cc2)[C@@H](CO)O1)NC1CCC1	-0.8
CN(C)CCCCNC(=O)[C@@H]1C[C@@H]2C(=O)NCC(=O)N2[C@@H]1c1ccc(O)cc1	-0.3
CC(C)(O)C#Cc1ccc([C@@H]2[C@H](CO)N3CCCCN(C(=O)c4ccncc4)C[C@@H]23)cc1	0.0
O=C(Nc1ccc(F)cc1)N1CC(=O)N2[C@H](C1)[C@@H](c1ccc(-c3ccc(F)cc3)cc1)[C@@H]2CO	1.4
O=C(Cc1ccccn1)N1CC(=O)N2[C@H](C1)[C@@H](c1ccc(C#CC3CCCC3)cc1)[C@@H]2CO	1.2
CCC(=O)N1C[C@@H](C)[C@@H](OC)CN(C)C(=O)c2cc(NC(=O)c3ccc(F)cc3)ccc2OC[C@@H]1C	0.2
C[C@H](CO)N1C[C@H](C)[C@@H](CN(C)Cc2ccncc2)Oc2ccc(NC(=O)Nc3ccc(F)cc3)cc2CC1=O	-0.1
CO[C@@H]1CN(C)C(=O)c2ccc(NS(C)(=O)=O)cc2OC[C@H](C)N(Cc2cccnc2)C[C@@H]1C	-1.2

From PubChem BioAssay
